GLP1R cytotox – cytotoxicity counter-screen for GLP-1 receptor inverse agonists. HEK293 cAMP-luciferase reporter cells, luminescence, 24 h. 410,000 tested, 0.13% active. Potency, µM (top dose mostly 38.3 µM), for inactives: top-dose activity change, negative = inhibition, actives largely listed as inhibitors;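 further: loss of luciferase light is scored as toxicity; potency means the concentration at half of the fitted maximal effect; on the % scale 0 is the no-effect control and ±100 the full control effect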
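Quantitative HTS format, 1536 wells, 200 cells/uL seeded. Compounds: 23 nL, 24 h, 37 °C. Detection: luciferase reagent, luminescence at 12 min RT; decreased signal taken as cytotoxic.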
PI5P4Ka inh – inhibitors of human PI5P4K alpha. max response, %. PI5P4Kalpha enzyme, ADP-Glo luminescence, 60 min; active compounds read low. 330,000 tested, 1.2% active; active means max response of -50% or lower; inconclusive means between -30% and -50%; inactive means -30% or higher; further: value at the top dose of about 77 µM; on the % scale 0 is the no-effect control and ±100 the full control effect
Target sequence (P48426 whole entry, looked up): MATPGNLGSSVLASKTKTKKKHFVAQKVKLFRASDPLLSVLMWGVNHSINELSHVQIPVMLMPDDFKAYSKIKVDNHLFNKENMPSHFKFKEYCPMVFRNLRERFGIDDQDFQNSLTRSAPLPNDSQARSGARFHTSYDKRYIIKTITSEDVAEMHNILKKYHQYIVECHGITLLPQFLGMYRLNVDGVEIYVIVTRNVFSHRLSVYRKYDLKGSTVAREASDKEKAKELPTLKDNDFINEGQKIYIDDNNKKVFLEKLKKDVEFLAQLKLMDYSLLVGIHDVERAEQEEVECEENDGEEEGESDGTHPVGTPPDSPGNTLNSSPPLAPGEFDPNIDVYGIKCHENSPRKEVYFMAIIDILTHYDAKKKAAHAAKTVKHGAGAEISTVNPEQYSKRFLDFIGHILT
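Single end-point luminescence (ADP-Glo) quantified ADP from PI5P4Kalpha turnover; ATP 5 microM final, 1 h at RT, 0.1% CHAPS and 0.28 mM EGTA in HEPES pH 7.4.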
DRD3 agonist – activates the human D3 dopamine receptor; P35462; D3R DiscoveRx beta-arrestin cells, luminescence, 90 min; max activation, %; 410,000 tested, 0.58% active; in the data active means max activation above about 30%; further: 0% is about no effect; mostly tested at two doses, the higher about 12 µM
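Agonist mode: compounds and dopamine controls were applied to plated cells for 90 min at 37 degrees C after an overnight attachment at 1500 cells/well. Luminescent read-out followed 30 - 60 minutes at room temperature with DiscoveRx detection reagent.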
GLP1R ag – GLP-1 receptor (human) agonism; AID 624172; P43220; Potency, µM (titrated, usually from 45.6 µM), for inactives: top-dose activation, most hits filed as activators; 380,000 tested, 0.007% active; HEK293 GLP-1R CRE-luciferase, luminescence, 4-6 h; cells express a hypersensitive GLP-1R form; further: potency means the concentration at half of the fitted maximal effect; % of control where 0% means no effect
Target sequence (P43220 whole entry, looked up): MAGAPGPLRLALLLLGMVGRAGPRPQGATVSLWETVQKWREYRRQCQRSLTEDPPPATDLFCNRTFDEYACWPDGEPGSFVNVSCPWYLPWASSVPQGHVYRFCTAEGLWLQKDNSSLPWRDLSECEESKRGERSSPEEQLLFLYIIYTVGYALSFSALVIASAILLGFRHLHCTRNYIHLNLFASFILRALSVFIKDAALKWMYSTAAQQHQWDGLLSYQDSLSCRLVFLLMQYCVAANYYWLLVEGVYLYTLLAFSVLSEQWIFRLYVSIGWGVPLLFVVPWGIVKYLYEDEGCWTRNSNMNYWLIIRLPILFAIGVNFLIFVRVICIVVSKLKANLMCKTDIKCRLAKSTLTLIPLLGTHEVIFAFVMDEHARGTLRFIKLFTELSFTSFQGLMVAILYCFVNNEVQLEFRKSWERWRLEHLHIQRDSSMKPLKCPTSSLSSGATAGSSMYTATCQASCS
WRN inhibitor – WRN helicase (human) inhibition. AID 651768. Potency, µM (series often up to 114 µM), for inactives: top-dose activity change, negative = inhibition, actives largely listed as inhibitors. 360,000 tested, 0.46% active. WRN helicase unwinding, fluorescent forked duplex, kinetic; further: potency means the concentration at half of the fitted maximal effect; on the % scale 0 is the no-effect control and ±100 the full control effect; nearly all actives have a fitted effect of over 55% in size
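Primary qHTS, 1536-well format. 20 nM WRN + compound, 15 min RT; start with 100 nM forked fluorophore/quencher duplex, 2 mM ATP (final); kinetic read ex 525/em 598 nm.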
DRD3 antagonist – antagonists of human D3 dopamine receptor; P35462; 360,000 tested, 2.5% active; D3R cells, DiscoveRx beta-arrestin luminescence, antagonist mode; active compounds read low; AID 652054; max response, negative = inhibition, %; in the data active means max response below about -50%; inconclusive means no clear call, values can overlap the other calls; further: on the % scale 0 is the no-effect control and ±100 the full control effect; mostly tested at two doses, the higher about 12 µM
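Cells plated overnight at 1500 cells/well, then exposed to library compounds with dopamine controls for 90 minutes at 37 degrees C. DiscoveRx reagent added for 30–60 minutes at room temperature; luminescence read, quantitative HTS format.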
GLP1R inv ag – acts as inverse agonist at human GLP-1 receptor | P43220 | HEK293 GLP-1R CRE-luciferase, luminescence, 24 h; GLP-1R form is constitutively active | Potency, µM (series often up to 38.3 µM), for inactives: top-dose activity change, negative = inhibition, actives largely listed as inhibitors | 410,000 tested, 1.6% active; further: potency means the concentration at half of the fitted maximal effect; on the % scale 0 is the no-effect control and ±100 the full control effect; nearly all actives have a fitted effect of over 55% in size
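Assay principle: reduced luminescence from a cAMP-responsive reporter in HEK293 cells co-expressing a constitutively active GLP-1R. Conditions: 24 hr compound incubation, 37 deg C, 5% CO2.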
IL-2 act – activates IL-2 in a cell-based reporter assay. IL-2 activation reporter assay, cell-based qHTS; stimulated with anti-CD3/CD4/CD28 beads; in transgenic mouse T cells. activation, % (series mostly up to about 46 µM). 360,000 tested, 0.065% active. AID 652025; in the data active means activation above about 50%; inconclusive means mostly about 30% to 49%; further: 0% is about no effect
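Screening format: compound pinned onto unstimulated transgenic mouse T cells, 60 min incubation, then anti-CD3/anti-CD4/anti-CD28 bead stimulation for 18 hours at 37 degrees C, followed by EGFP and DsRed detection.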
PLK1 PBD block – blocks phosphopeptide binding to human PLK1 polo-box domain; Plk1 PBD binding of FITC phosphopeptide, fluorescence polarization; AID 720504; 360,000 tested, 2.8% active; Potency, µM, inactives show max response, negative = inhibition, most hits filed as inhibitors; P53350; further: potency means the concentration at half of the fitted maximal effect; series mostly up to about 57 µM; on the % scale 0 is the no-effect control and ±100 the full control effect; nearly all actives have a fitted effect of over 65% in size
Active calls of the source: *; ? = inconclusive; · = not tested or not shown; [ ] = dose if it differs, or a comment. Unless noted, the call rests on the fitted dose curve; in most records, active means well fitted curve in the direction sought with a large enough effect; inconclusive means small, poorly fitted or top-dose-only effect, or another doubt; inactive means no such curve, though single readings can be large; an effect the other way counts as inactive or inconclusive.

SMILES	GLP1R cytotox	PI5P4Ka inh	DRD3 agonist	GLP1R ag	WRN inhibitor	DRD3 antagonist	GLP1R inv ag	IL-2 act	PLK1 PBD block
Cc1ccnc(NC(c2ccccc2F)c2ccc3cccnc3c2O)c1 (stereo not given)	-7%	·	3	0%	·	·	?	·	·
COc1ccc(C(=O)COC(=O)Cn2nnc3ccccc32)cc1Br	-8%	·	-11	3%	12%	?	3%	-1.8	-12%
CCOc1ncccc1C(=O)Nc1ccc(C)c(S(=O)(=O)N2CCCCCC2)c1	11%	17	-5	0%	1%	8	-14%	-0.9	-14%
OCC[C@@H]1C[C@H](O)[C@@H](O)[C@]2(OCc3ccc4ccccc4c32)O1	-1%	2	2	-2%	1%	-15	3%	-0.4	-5%
O=C(Nc1nc(-c2cc(F)ccc2F)cs1)C1=COCCO1	16%	2	-10	9%	-8%	?	12%	-1.0	-10%
CCN(CC)S(=O)(=O)c1ccc2c(c1)N(CC(=O)NCCN1CCOCC1)C(=O)CO2	9%	-1	-1	-6%	1%	0	-11%	-0.8	-10%
CCCCc1cc(=O)oc2cc(C)cc(OCC(=O)N3CCC(C(N)=O)CC3)c12	-19%	-2	-6	6%	-1%	26	-10%	-0.3	-7%
CC(C)CNc1ncnc2c1ncn2[C@H]1CN(Cc2ccc(Cl)cc2)C[C@@H](CO)O1	0%	4	-5	11%	3%	0	?	0.3	-4%
COC(=O)Nc1ccc(C)c2nsnc12	190%[activator]	-3	2	0%	-3%	-2	34%[activator]	-0.6	-5%
CCCCCCN1C[C@@H](O)[C@H](n2cc(-c3ccc(F)cc3)nn2)C[C@@H]1c1ccc(OC)cc1	-10%	3	4	7%	2%	14	16%	-1.8	2%
Cn1cc(S(=O)(=O)NCC2CCCO2)c(=O)n(C)c1=O (stereo not given)	9%	1	13	8%	3%	-8	14%	1.0	-2%
N#CC1=C(SCC(=O)Nc2cccc3cccnc23)NC(=O)C(C#N)C12CCCCC2 (stereo not given)	-21%	·	39*	-7%	-9%	35	0%	-1.8	?
COC(=O)c1c(NC(=O)C(=O)NCCCN2CCOCC2)sc2c1CCC2	4%	4	4	9%	-7%	4	-26%	-4.2	-16%
CCC1CCCCN1C(=O)CCS(=O)(=O)c1ccc2c(c1)CCN2C(C)=O (stereo not given)	-7%	4	3	-3%	-4%	-12	5%	-4.8	-13%
Cc1ccc(S(=O)(=O)N2CCC[C@H]2C(=O)OCCN2C(=O)c3ccccc3C2=O)cc1	-2%	-1	4	0%	-1%	-5	2%	1.1	-9%
CC(=O)N1CCN(C(=O)c2cc3c(s2)CCC(C)C3)CC1 (stereo not given)	-1%	9	3	-4%	6%	-15	24%	-2.4	3%
CCOC(=O)C1CCCCN1C(=O)c1oc2c(Cl)cc(C)cc2c1C (stereo not given)	4%	10	3	31%	6%	11	?	0.8	1%
O=C(N/N=C/C=C/c1ccccc1)C(O)c1ccccc1 (stereo not given)	-1%	·	-1	-6%	-10%	-25	0%	-2.8	-9%
O=C(NCC(=O)N1CCN(Cc2c(F)cccc2Cl)CC1)c1cccs1	-21%	-10	-1	0%	10%	0	-5%	-1.5	-9%
FC(F)(F)c1ccc(NC2=NCCC2)cc1	7%	8	0	-8%	-4%	-4	-3%	-1.3	0%
Oc1ccc(Br)cc1/C=N/Nc1ccccn1	?	1	-8	-11%	-3%	-58*	2.8µM*	-1.8	-2%
C[C@H](NC(=O)OC(C)(C)C)c1nnc(SCC(=O)Nc2ccc(Br)cc2)o1	11%	·	1	-1%	-7%	-14	-2%	0.5	-1%
S=C(NCCc1ccncc1)Nc1cccc2ccccc12	-1%[7.66 µM]	-3	4	5%	-3%	11	4%[7.66 µM]	0.0	-15%
Cc1ccc(Oc2nnc(-c3ccc(C)cc3)c3ccccc23)cc1	10%	2	2	2%	-27%	0	-1%	-1.5	-4%
CCOC(=O)CNS(=O)(=O)c1ccc(C(=O)O)cc1	-2%	1	2	-11%	-2%	21	16%	-0.1	-19%
Next part:
SMILES	GLP1R cytotox	PI5P4Ka inh	DRD3 agonist	GLP1R ag	WRN inhibitor	DRD3 antagonist	GLP1R inv ag	IL-2 act	PLK1 PBD block
Cc1ccccc1CN1CCN(Cc2ccccc2C(F)(F)F)CC1	-35%	·	-30	-11%	1%	?	?	-3.1	4%
CCOc1cc(/C=C2\NC(=S)N(c3c(C)n(C)n(-c4ccccc4)c3=O)C2=O)ccc1O	?	4	-6	0%	-7%	?	14%	0.5	51%[activator]
Cc1cc([N+](=O)[O-])ccc1NC(=O)CSc1nncn1-c1ccccn1	-4%	4	-5	6%	-9%	12	11%	0.9	1%
CCCCNC(=O)c1ccc(CNS(=O)(=O)c2ccc(Br)cc2)cc1	8%	1	2	1%	-7%	2	17%	0.5	0%
Cc1ccc(OCC(O)CNS(=O)(=O)c2ccccc2C(=O)O)cc1 (stereo not given)	-19%	1	-3	-8%	2%	-29	8%	1.4	-29%
CCc1c(C)nc2[nH]nc(NC(=O)C(F)(F)F)n2c1=O	9%	·	-16	-6%	0%	11	1%	0.6	-6%
CC(C)(C)NC(=O)C(c1ccncc1)N(C(=O)Cn1nnc(-c2cccs2)n1)C1CCCCC1 (stereo not given)	-8%	-1	-4	-3%	7%	-9	-2%	-2.9	-9%
CCCNC(=O)c1cccc(S(=O)(=O)N2CC3(C)CC2CC(C)(C)C3)c1 (stereo not given)	-26%	3	6	2%	0%	-12	?	-0.3	-5%
COC(=O)c1c(C)oc(C)c1S(=O)(=O)NCc1ccc(OC)cc1	0%	-8	-4	2%	0%	11	-8%	1.1	3%
c1ccc(CCc2nc(-c3ccccc3)no2)cc1	12%	2	-4	0%	11%	-3	-10%	-1.5	-7%
Cc1ccc(C(=O)NCCSc2ccc(Cl)cc2)cc1[N+](=O)[O-]	-3%	3	-2	8%	-15%	-6	?	0.9	?
Cn1c(Br)nc2c1c(=O)n(CC(O)COc1ccccc1)c(=O)n2C (stereo not given)	3%	-4	-3	4%	9%	-17	13%	-2.0	-14%
CN1/C(=C\C(=O)Nc2cccc(Cl)c2)C(C)(C)c2ccccc21	?	19	-2	11%	-20%	6	5µM*	-3.9	-12%
CCN(CC)CCCn1c2c(c(SCC(=O)Nc3nccs3)nc1=O)CCC2	-4%	-7	0	4%	11%	7	?	0.3	5%
CC(C)(C)NC(=O)CSc1nnc(-c2ccco2)n1Cc1ccco1	9%	·	8	10%	-9%	-13	3%	-1.2	-9%
O=C(Nc1ccon1)c1ccc(Cl)c(S(=O)(=O)N2CCCCC2)c1	-9%	-3	3	0%	10%	-15	-13%	-0.5	-1%
CCN(CC)S(=O)(=O)c1ccc(N2CCOCC2)c(NC(=O)COc2ccccc2)c1	-17%	5	0	10%	-3%	20	4%	-0.4	-7%
CCCCC(CC)CNC(=O)CN(C)S(=O)(=O)c1ccc2c(c1)c(=O)n(C)c(=O)n2C (stereo not given)	-5%	·	-5	1%	·	·	-13%	·	·
Cc1ccc(OCCC(=O)OCC(=O)NNC(=O)c2ccccc2)cc1	5%	1	3	4%	3%	-5	9%	0.1	0%
COCCN(CC(=O)Nc1cccc(C)c1C)C(=O)c1ccc(-n2cccn2)cc1	3%	0	1	8%	2%	1	14%	2.9	-5%
CC1(C)CC(CC(=O)O)CC(C)(C)N1	3%	-7	-2	0%	4%	0	13%	-1.0	-7%
O=C(COc1ccccc1)Nc1ccccc1Cl	-7%	-4	2	3%	6%	8	6%	-0.5	0%
CCOC(=O)C1CCCN(c2nc3ccccc3nc2NS(=O)(=O)c2ccc(C)cc2)C1 (stereo not given)	12%	10	5	1%	-21%	4	-18%	-3.9	-6%
CCOC(=O)c1c(OCCO)nn(-c2ccccc2)c1N	-2%	0	5	3%	-3%	3	7%	-0.6	-13%
Cc1ccc(-c2cc(-c3n[nH]c(=S)n3C)c3ccccc3n2)cc1	-1%	-26	-18	16%	4%	-23	38%[activator]	1.1	?

Some of these compounds in order of molecular weight, rising:
SMILES	GLP1R cytotox	PI5P4Ka inh	DRD3 agonist	GLP1R ag	WRN inhibitor	DRD3 antagonist	GLP1R inv ag	IL-2 act	PLK1 PBD block
CN1/C(=C\C(=O)Nc2cccc(Cl)c2)C(C)(C)c2ccccc21	?	19	-2	11%	-20%	6	5µM*	-3.9	-12%
COCCN(CC(=O)Nc1cccc(C)c1C)C(=O)c1ccc(-n2cccn2)cc1	3%	0	1	8%	2%	1	14%	2.9	-5%
Cn1c(Br)nc2c1c(=O)n(CC(O)COc1ccccc1)c(=O)n2C (stereo not given)	3%	-4	-3	4%	9%	-17	13%	-2.0	-14%

Other structures
SMILES	GLP1R cytotox	PI5P4Ka inh	DRD3 agonist	GLP1R ag	WRN inhibitor	DRD3 antagonist	GLP1R inv ag	IL-2 act	PLK1 PBD block
Cc1cc(CNC(=O)c2cc(COc3ccc(F)c(F)c3)on2)nn1C	-4%	-1	-15	1%	?	3	-16%	-2.9	5%
OCCN1CCN(c2nccn3ccnc23)CC1	2%	1	-5	3%	1%	3	-14%	-0.8	-6%
COc1ccc(NC(=O)CN2C(=O)NC(c3ccccc3)(c3ccccc3)C2=O)cc1OC	0%	3	-5	13%	-6%	-17	?	-0.2	-6%
CCCOc1ccccc1N/C(N)=N/c1nc(C)cc(C)n1	4%	-3	-1	2%	-26%[57.1 µM]	-20	-24%	-2.8	-9%
COC(=O)Cc1c(C)nc2nc(Cc3ccccc3)[nH]n2c1=O	-2%	0	7	3%	-7%	31	14%	-0.4	1%
COc1ccc(OC)c(NC(=O)CSc2nnc(-c3ccncc3)s2)c1	6%	-5	17	0%	?	4	3%	-0.6	-1%
COCCN1C(=O)C(=O)/C(=C(/O)c2cccc(OC)c2)C1c1ccncc1 (stereo not given)	50%[activator]	-6	0	-4%	17%[57.1 µM]	-10	7%	-2.4	-9%
c1ccc(CCn2nnnc2C(c2cccnc2)N2CCN(c3nc4ccccc4s3)CC2)cc1 (stereo not given)	?	·	8	1%	-9%	10	?	-1.9	-6%
CC(C(=O)O)N1C(=O)c2ccccc2C1=O (stereo not given)	-1%	-1	2	-8%	0%	2	12%	-2.5	-18%
Cn1c(SCC(=O)N/N=C/c2cccnc2)nnc1-c1ccccc1	-2%	5	6	-1%	-2%	13	-30%	0.7	2%
